Screening data from PubChem BioAssay.
Growth percent in the NCI-60 one-dose screen (48 h, 10 µM unless noted): 100 = growth as untreated, 0 = no growth, -100 = all killed.
NCI/ADR-RES: NCI/ADR-RES ovarian cells. AID 1794790. actives 4.4% (n = 81,000)
UO-31: UO-31 renal cancer. AID 1794768. actives 5.2% (n = 81,000)
CAKI-1: CAKI-1 renal cancer; actives 4.7% (n = 75,000)
TK-10: TK-10 renal cancer cells. actives 3.9% (n = 81,000)
ACHN: ACHN renal cancer; actives 4.9% (n = 81,000)
IGROV1: IGROV1 ovarian cancer; actives 4.7% (n = 79,000)
SN12C: SN12C renal cancer cells; actives 3.8% (n = 81,000); AID 1794767
786-0: 786-0 renal cancer cells; actives 5.1% (n = 81,000); AID 1794775
* hit, by the source's call; . = no result given; & = joins results of further samples. How the source made its calls: active means growth percent below 10; inactive means the rest. The order is random. About 9.3% of those tested had a hit in this group.

SMILES	NCI/ADR-RES	UO-31	CAKI-1	TK-10	ACHN	IGROV1	SN12C	786-0
C/C(=C(/C)C1CC1CCNS(=O)(=O)c1ccc(C)cc1)c1ccc2c(c1)OCO2 (configuration not stated)	91	72	78	108	97	93	95	93
CN(C(=O)c1ccccc1)C(=O)c1ccccc1	106	.	104	.	103	.	104	111
O=C(CSc1nnc(-c2ccc(NC(=O)c3cccnc3)cc2)o1)Nc1ccc([N+](=O)[O-])cc1	91	103	87	93	75	82	74	60
COc1ccc2c(c1)C(=O)c1c-2c(OCCN(C)C)nc2ccccc12	23	-4.5*	15	43	9.7*	-19*	35	34
CCN1C(=O)/C(=c2\sc3n(c2=O)C2C(NN=3)N(C)C(=O)N2C)c2ccccc21 (configuration not stated)	103	85	77	144	102	98	100	100
CCN(CC)c1ccc(N)cc1	107&105&97	90&80	93&99&97	111&94&126	92&100&101	96&101&109	101&99&96	104&106
N=c1n(Cc2ccccc2)c(N)cc(=O)n1Cc1ccccc1	11	13	0.1*	16	4.2*	38	13	19
C=CCCCCCCCCC(=O)OCC(C)C	99	97	103	101	112	99	99	111
C#CC#CC#CC#CC#CC#CC#CC#CC[C@@H]1OC[C@H](COC(=O)O[C@@H](C(=O)O[C@H]2C[C@@]3(O)[C@@H](OC(=O)c4ccccc4)[C@@H]4[C@]5(OC(C)=O)CO[C@@H]5C[C@H](O)[C@@]4(C)C(=O)[C@H](OC(C)=O)C(=C2C)C3(C)C)[C@@H](NC(=O)c2ccccc2)c2ccccc2)O1	102	100	71	93	79	33	39	73
CCOC(=O)C(/C=N\C(=S)Nc1ccc(OCC)cc1)=C(/O)c1ccccc1	105	98	104	101	105	106	98	107
O=C(Nc1ncc(Cc2cccc(C(F)(F)F)c2)s1)c1ccc2c(c1)OCCO2	7.7*	48	25	45	30	23	35	40
COc1ccc(-c2cc(=O)[nH]c3c(OC)c4ccccc4c(OC)c23)cc1	3.2*	31	39	48	51	33	43	34
CCOC(=O)c1nc(Nc2ccc(NC(=O)Nc3cccc(F)c3)cc2)c2ccccc2n1	104	84	98	125	98	97	98	106
COc1ccc(-c2nc3cc(C)ccc3n2CC(=O)N=Nc2c(O)[nH]c3ccc(OC)cc23)cc1	-56*	-29*	-51*	-3.5*	-74*	-17*	-95*	-69*
N#Cc1ccc(C(=O)NCCCNc2nccc(-n3ccc4cccnc43)n2)cc1	99	89	94	94	96	97	101	99
O=C(CC(c1ccccc1)c1ccc(Br)cc1)c1ccccc1 (configuration not stated)	92	71	89	97	94	84	91	90
COc1ccc(-c2cs/c(=N\N=C\c3ccc(Cl)cc3)n2C)cc1	94	74	76	83	96	105	93	81
CC(=O)CC(=O)Nc1cccc(Br)c1	111	96	96	127	105	118	104	94
COc1c(Br)c(Br)c(Br)c(OC)c1OC	110	87	112	103	107	119	91	113
COc1c(O[C@@H]2OC(CO)[C@H](O)[C@H](O)C2O)cc2oc3cc(O)c(CC=C(C)C)c(O)c3c(=O)c2c1CC=C(C)C (some centres not stated)	101	91	103	110	97	91	84	106
N#Cc1ccc2c(c1)C(=O)c1c-2n(CCCN)c(=O)c2cc([N+](=O)[O-])ccc12	-36*	-100*	-91*	-100*	-100*	-96*	-100*	-90*
COc1ccc(-c2nc3cc(OC)cc(OC)c3c3c2c(=O)n(C)c(=O)n3C)cc1	104	90	98	103	103	99	97	108
COc1cc2c3c(n(CCCNC4CCCC4)c(=O)c2cc1OC)-c1cc2c(cc1C3=O)OCO2	52	76	12	-97*	-95*	-49*	-61*	-88*
O=C(NNc1ccc(F)cc1)c1ccc(Cc2n[nH]c(=O)c3cccnc23)cc1	106	75	94	105	98	98	94	94
O=C(/C=C/c1cc(-c2cc3ccccc3o2)n(-c2ccccc2)n1)c1nc2ccccc2[nH]1	105	92	90	97	110	109	97	99
(cont.)
SMILES	NCI/ADR-RES	UO-31	CAKI-1	TK-10	ACHN	IGROV1	SN12C	786-0
N#Cc1c(-c2ccccc2)nc(N2CCOCC2)[nH]c1=O	107	79	96	110	104	99	101	99
COc1ccc(Cl)cc1NC(=O)NNC(=O)C(=O)Nc1ccc(F)cc1	105	95	98	115	106	.	99	106
O=c1nc2oc3c(Cl)cc(Cl)cc3cc-2s1	106	97	92	97	101	110	98	96
O=C(c1cc2ccccc2o1)c1nn(-c2ccccc2)cc1C(=O)c1cc2c(ccc3ccccc32)oc1=O	83	59	.	161	88	69	88	96
CCCCCCCCCCCCCCCCNC(=O)Nc1ccc(C)cc1	106	97	.	95	.	117	.	105
O=C(O)c1ccccc1C(=O)c1ccc(O)cc1	111	84	98	115	106	103	105	108
COc1cc(-c2cc(-c3ccc(Cl)cc3)[nH]c(=S)c2C#N)cc(OC)c1OC	75	70	49	.	76	84	91	85
N#CCCCCCn1cc(C2=C(c3cn(CCCCCC#N)c4ccccc34)C(=O)NC2=O)c2ccccc21	79	73	82	101	87	124	88	.
Cc1cn([C@]2(CF)O[C@H](CO)C2C)c(=O)[nH]c1=O (some centres not stated)	113	109	.	109	112	-29*	125	101
CCC(CC(Br)C(=O)O)NC(=O)c1ccccc1 (configuration not stated)	100	84	.	90	105	106	99	103
O=C(Nc1nc2ccc(C(F)(F)F)cc2s1)c1cc(Cl)ccc1O	-4.4*	7.2*	.	4.9*	2.6*	31	9.8*	10.0*
COC(=O)c1ccc2c(c1)C(=O)N(c1cccc(S(N)(=O)=O)c1)C2=O	102	80	97	101	104	94	104	104
CCCCC#Cc1c(I)n(C2OC(CO[Si](C)(C)C(C)(C)C)C3OC(C)(C)OC32)c(=O)n(C(=O)c2ccccc2)c1=O (configuration not stated)	74	-49*	27	-11*	51	27	58	64
O=C(/C=C/c1cn(-c2ccccc2)nc1-c1ccc(Br)cc1)NNC(=O)Nc1ccc(Br)cc1	101	65	82	117	102	88	98	94
O=C(NNC(=O)c1cccc(F)c1)c1ccccc1	102	89	115	104	102	110	108	110
COc1cccc(OC)c1C#N	106	88	110	105	111	128	89	99
CC(=O)N(N=Nc1ccccc1)c1cccc2ccccc12	79	61	32	97	8.6*	63	86	98
Cc1ccc(-c2nn(CC(=O)N3CCOCC3)c(N)c2C#N)cc1	108	85	87	105	101	106	102	100
CC(C)C(=O)NCCCCN1CCCCC1	94	82	92	101	104	98	108	96
NC(=S)N/N=C\c1c[nH]c2nccnc12	104	107	97	106	104	112	106	106
CC/C(=C(\c1ccccc1)c1ccc(OCCNC)cc1)c1ccccc1	-87*	.	-68*	-81*	-95*	-93*	-91*	-93*
C=C(CN(C)C)C(=O)O	117	89	109	98	113	98	100	112
Cc1cc(=O)oc2cc(OCCCCOc3ccc(/C=C/C(=O)Nc4ccccc4Cl)cc3)ccc12	101	84	99	111	108	101	97	108
CCCCCCCCCCCC[n+]1ccccc1 (tested in a mixture with another compound)	55	1.3*	.	-47*	22	.	-16*	-50*
CCN(CC)CCCC(C)Nc1cnc(C(=O)Nc2cc(C)cc3cccnc23)cn1 (configuration not stated)	93	63	93	87	78	69	78	88
Later entries
SMILES	NCI/ADR-RES	UO-31	CAKI-1	TK-10	ACHN	IGROV1	SN12C	786-0
CCC(C)/C=C/c1cc(O)cc(=O)o1 (configuration not stated)	110	91	95	138	114	112	96	110
O=C(OCC1OC(n2ccc(=O)[nH]c2=O)C2OC12)c1ccccc1 (configuration not stated)	109	74	102	101	109	106	102	101
CCCCCN1C(=O)/C(=c2\sc3n(c2=O)NC2C(N=3)N(CC)C(=O)N2CC)c2cc(C)ccc21 (configuration not stated)	97	79	87	115	103	104	103	97
c1ccc2[nH]c(-c3ccc(Nc4nc(N5CCCCC5)nc(N5CCOCC5)n4)cc3)nc2c1	46	-38*	-47*	59	23	51	52	-57*
CCCCOc1nc2ccc(C)cc2cc1/C=C/C(=O)/C=C(O)/C=C/c1cc2cc(C)ccc2nc1OCCCC	97	98	98	102	102	109	111	97
Nc1nc2c(nnn2Cc2ccc(Cl)c(Cl)c2)c(=O)[nH]1	105	69	.	103	92	100	90	97
C=C(C)[C@@H]1CC=C2c3sc(-c4ccc5c(c4)OCO5)nc3C[C@@H](C)[C@]2(C)C1	106	88	100	118	100	102	95	101
CCc1cc2n(n1)-c1ccc(C#N)cc1Oc1ccccc1-2	95	70	76	99	89	90	.	104
Nc1ccnn1-c1ccccc1	100	79	58	97	90	89	94	107
Cc1ccc2[nH]c(=O)cc(NNC(=S)Nc3ccccc3)c2c1	100	78	90	115	94	102	95	96
COc1cc(OC)c(/C=C/c2ccc3ccccc3[n+]2C)c(OC)c1	97	66	68	.	26	15	12	19
COc1ccc(CNCCCN2C(=O)c3ccc4c5c(ccc(c35)C2=O)C(=O)N(CCCNCc2ccc(OC)c(OC)c2OC)C4=O)c(OC)c1OC	-37*	-91*	-52*	-85*	-90*	-80*	-91*	-79*
CN1C(=O)N(C)C2(c3ccccc3)n3c(s/c(=C\c4ccc(Br)cc4)c3=O)=NNC12c1ccccc1 (configuration not stated)	65	90	84	127	79	90	88	95
COc1ccc2c(c1)O/C(=C\c1c(C)n(C)n(-c3ccccc3)c1=O)C2=O	89	72	72	102	104	66	92	93
O=C1NCC(Nc2ccccc2Cl)C(=O)N1 (configuration not stated)	103	86	86	106	94	92	104	112
CSc1nc(N)cc(N)n1	.	83	95	105	103	87	102	108
CC1(C)CC[C@]2(C(=O)N3CCOCC3)CC[C@]3(C)C(=CC[C@@H]4[C@@]5(C)CC[C@H](NCO)C(C)(C)[C@@H]5CC[C@]43C)[C@H]2C1	-73*	-100*	-96*	-82*	-100*	-86*	-91*	-88*
COc1ccc(-c2nn(-c3ccc(NC(=O)c4ccc(Cl)c(Cl)c4)cc3)cc2-c2ccncc2)cc1Cl	.	2.8*	-14*	.	53	62	80	-33*
Cc1ccc(NC2(C#N)CCCC2)cc1	105&102	85&68	99&98	106&99	89&105	117&114	104&99	105&103
CC(C)C(=O)Nc1cc(-c2ccc(C#N)n2C)ccc1F	117	86	85	94	104	99	110	94
COc1ccc(C2CC(c3ccc(Cl)cc3)=NN2/C=C2\SC(=S)N(NC(=O)Cc3ccccc3Nc3c(Cl)cccc3Cl)C2=O)cc1 (configuration not stated)	82	-30*	63	53	-34*	39	48	-55*
CCOC(=O)[C@@H]1CSC([C@@H](C)[C@H]2CC[C@H]3[C@@H]4CCC5=CC(=O)CC[C@]5(C)[C@H]4CC[C@]23C)N1C(=O)c1ccccc1 (some centres not stated)	55	44	52	90	70	82	77	81
CCC=C(C(=O)O)C(=O)O	111	88	96	97	101	101	107	104
CC1(C)CC[C@]2(C(=O)O)CC[C@]3(C)C(=CC[C@@H]4[C@@]5(C)CC/C(=N\OCCC#N)C(C)(C)[C@@H]5CC[C@]43C)[C@@H]2C1	116	61	60	51	100	86	87	81
CC(=O)c1ccc(NC(=O)COc2ccc(C3SCC(=O)N3c3ccc(F)cc3)cc2)cc1 (configuration not stated)	97	85	96	108	96	93	104	111
Later entries:
SMILES	NCI/ADR-RES	UO-31	CAKI-1	TK-10	ACHN	IGROV1	SN12C	786-0
COc1cc2nc(Sc3sc(N)nc3C)n(-c3ccc(Oc4ccccc4)cc3)c(=O)c2cc1OC	75	76	94	98	82	107	80	80
CS(=O)(=O)c1ccc(-c2nc3ccccn3c2C=Nc2ccc(Cl)cc2)cc1	62	61	43	110	49	78	82	70
Cc1c(NC(=O)CSc2nc3sc4c(c3c(=O)n2-c2ccc(Cl)cc2)CCCC4)c(=O)n(-c2ccccc2)n1C	101	73	65	109	91	85	89	102
NC(N)=NCC1COC2(CCCCC2)O1 (configuration not stated)	110	76	99	109	98	103	104	92
C=CC(=O)NC(=O)Nc1ccccc1Cl	105	60	.	45	.	88	84	74
c1ccc(CCn2cncc2-c2c[nH]c3ccccc23)cc1	87	53	67	120	93	58	82	.
CC12CCCC(CC(=O)O)(C1)NC(=O)C2 (configuration not stated)	101	97	103	108	103	110	106	109
CC(C)(C)NC(=O)C(OC(=O)C1CC1c1ccc(F)c(F)c1)c1ccc(Cl)cc1 (configuration not stated)	99	89	.	99	107	113	98	100
CCCC1(CC(=O)O)OCCc2c1[nH]c1ccccc21 (configuration not stated)	107	86	91	113	111	114	98	103

A run of entries of the results above, for reference:
SMILES	NCI/ADR-RES	UO-31	CAKI-1	TK-10	ACHN	IGROV1	SN12C	786-0
c1ccc(CCn2cncc2-c2c[nH]c3ccccc23)cc1	87	53	67	120	93	58	82	.
CC12CCCC(CC(=O)O)(C1)NC(=O)C2 (configuration not stated)	101	97	103	108	103	110	106	109

Gathered by group: the entries above with a cyano group.
SMILES	NCI/ADR-RES	UO-31	CAKI-1	TK-10	ACHN	IGROV1	SN12C	786-0
N#Cc1ccc(C(=O)NCCCNc2nccc(-n3ccc4cccnc43)n2)cc1	99	89	94	94	96	97	101	99
N#Cc1ccc2c(c1)C(=O)c1c-2n(CCCN)c(=O)c2cc([N+](=O)[O-])ccc12	-36*	-100*	-91*	-100*	-100*	-96*	-100*	-90*
N#Cc1c(-c2ccccc2)nc(N2CCOCC2)[nH]c1=O	107	79	96	110	104	99	101	99
COc1cc(-c2cc(-c3ccc(Cl)cc3)[nH]c(=S)c2C#N)cc(OC)c1OC	75	70	49	.	76	84	91	85
N#CCCCCCn1cc(C2=C(c3cn(CCCCCC#N)c4ccccc34)C(=O)NC2=O)c2ccccc21	79	73	82	101	87	124	88	.
COc1cccc(OC)c1C#N	106	88	110	105	111	128	89	99
Cc1ccc(-c2nn(CC(=O)N3CCOCC3)c(N)c2C#N)cc1	108	85	87	105	101	106	102	100
CCc1cc2n(n1)-c1ccc(C#N)cc1Oc1ccccc1-2	95	70	76	99	89	90	.	104
Cc1ccc(NC2(C#N)CCCC2)cc1	105&102	85&68	99&98	106&99	89&105	117&114	104&99	105&103
CC(C)C(=O)Nc1cc(-c2ccc(C#N)n2C)ccc1F	117	86	85	94	104	99	110	94
CC1(C)CC[C@]2(C(=O)O)CC[C@]3(C)C(=CC[C@@H]4[C@@]5(C)CC/C(=N\OCCC#N)C(C)(C)[C@@H]5CC[C@]43C)[C@@H]2C1	116	61	60	51	100	86	87	81
